Source: PubChem (National Center for Advancing Translational Sciences (NCATS))
Rab9 prom act: activates the Rab9 promoter. Huh7 Rab9 promoter-luciferase reporter, luminescence, 24 h. Potency, µM (doses to about 9.22 µM), for the others: top-dose activation, negative = inhibition, most hits filed as activators. 320,000 compounds, 2.8% hits; further: % of control where 0% means no effect; nearly all actives have a fitted effect of over 60% in size
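Promoter activation is measured as luciferase luminescence in Huh7 cells stably transfected with a Rab9 promoter–luciferase construct, following 24 h compound exposure at 37 °C and 10 min reagent incubation at ambient temperature.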
NPC1 prom act: activators of NPC1 promoter | Huh7 NPC1 promoter luciferase reporter, 24 h | Potency, µM (top dose mostly 9.22 µM), for inactives: top-dose activation, actives largely listed as activators | 320,000 compounds, 2.4% hits;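 further: % of control where 0% means no effect; nearly all actives have a fitted effect of over 60% in size; reporter is driven by a mutant NPC1 promoter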
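Stable NPC1-promoter luciferase Huh7 line; cpd (DMSO) 24 h, 37 °C, 5% CO2; Amplite luciferase reagent 10 min RT; luminescence readout. qHTS format.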
RORgamma inh: inhibitors of mouse ROR gamma transcriptional activity; Drosophila S2 Gal4-RORgamma UAS-luciferase reporter, 20 h; Potency, µM (titrated, usually from 53.6 µM), inactives show at the highest dose activity change, negative = inhibition, hits mostly inhibitors; 310,000 compounds, 5.4% hits; AID 2551; further: on the % scale 0 is the no-effect control and ±100 the full control effect; nearly all actives have a fitted effect of over 60% in size
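ROR gamma transcriptional activity was tracked as Gal4-UAS luciferase output in stably transfected Drosophila Schneider cells, with compound added 1 hr before 700 uM copper sulfate induction and a 20 hr ambient-temperature incubation.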
ELG1 genotoxic: genotoxicity induction in ELG1-luciferase HEK293T cells. HEK293T ELG1-luciferase reporter, luminescence, 16 h. Potency, µM (top dose mostly 46 µM), inactives show at the top dose activity change, positive = activation, usual class: activators. 330,000 compounds, 1.3% hits. AID 504466; further: % of control where 0% means no effect; nearly all actives have a fitted effect of over 60% in size
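Genotoxic stress is detected as increased luminescence from luciferase-tagged ELG1 in HEK293T cells, measured with ONE-Glo after a 16 hr treatment at 37 °C.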
p53 reactivation: mutant p53 re-activation in reporter cells | H1299 p53-A138V BP100-luciferase reporter, luminescence, 24 h | Potency, µM (titrated, usually from 92.2 µM), inactives show at the highest dose activity change, positive = activation, hits mostly activators | 320,000 compounds, 0.063% hits | AID 504706; further: % of control where 0% means no effect; nearly all actives have a fitted effect of over 45% in size
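p53-null H1299 cells stably carrying temperature-sensitive p53-A138V and a BP100-luciferase reporter were pinned with compounds (4-point, 1:5 series) and held 24 hrs at 37 deg C. Luminescence was read 10 min after detection reagent.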
uPA surface inh: cell surface uPA generation inhibition; cell surface uPA generation assay, qHTS; Potency, µM (top dose mostly 38.3 µM), without a hit: at the highest dose activity change, negative = inhibition, usual class: inhibitors; 330,000 compounds, 0.31% hits; AID 540303; active means well fitted inhibition curve with a large enough effect; inconclusive means small, poorly fitted or top-dose-only effect; inactive means no such curve, though single readings can be large or run the other way; tested in mouse RAW 264.7 cells; further: on the % scale 0 is the no-effect control and ±100 the full control effect; nearly all actives have a fitted effect of over 55% in size
FLuc modulator: firefly luciferase modulation, counter-screen for miR-21 project. Potency, µM (titrated, usually from 57.5 µM), for the others: top-dose activity change, negative = inhibition, actives largely listed as inhibitors. purified FLuc, Km substrates, luminescence inhibition. P08659. 360,000 compounds, 6.9% hits;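 further: plate controls were vehicle for no effect and reference inhibitor for full effect; nearly all actives have a fitted effect of over 55% in size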
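Biochemical qHTS of compounds, final roughly 60 µM downward over six points, against 10 nM purified firefly luciferase using Km concentrations of substrates (10 uM D-luciferin, 10 uM ATP) in Tris acetate pH 7.5 buffer; luminescence output.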
MBNL1 CUG block: inhibitors of human MBNL1 binding to CUG repeat RNA; TR-FRET MBNL1-His/biotin-(CUG)12 binding, 665/545 ratio; Potency, µM (highest dose often 57.5 µM), for inactives: top-dose activity change, negative = inhibition, most hits filed as inhibitors; 280,000 compounds, 0.036% hits; active means well fitted inhibition curve with a large enough effect in the signal ratio, with a control signal flat, not every such curve was filed as active; inconclusive means small, poorly fitted or top-dose-only effect, or effect the other way, or a change in a side signal; inactive means no such curve, though single readings can be large or run the other way; the % refers to the signal ratio; further: on the % scale 0 is the no-effect control and ±100 the full control effect
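Compound titration spanned 92 nM–58 uM against the MBNL1-His/biotin-(CUG)12 complex. After 60 min at room temperature with 5 nM streptavidin-XL665 and 0.055 ng/ul terbium anti-His, ratiometric 665/545 nm emission (Ex 340 nm) normalized to controls.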
BRCA1 expr act: increases BRCA1 expression | AID 624202 | MCF7-BRCA1-FFLuc reporter, luminescence, 48 h; response scale: scaled: vehicle 0%, 10 µM genistein 100% | Potency, µM (doses to about 46.1 µM), inactives show at the highest dose activation, actives largely listed as activators | 380,000 compounds, 1.1% hits; further: nearly all actives have a fitted effect of over 80% in size; some results filed as inactive show a strong effect at the top dose
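Activators of BRCA1 expression were detected as increased firefly luciferase luminescence in engineered MCF7 cells after 48 h compound incubation. Signals were scaled to genistein 10 microM as full activation.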
Gal4-VP16 FLuc: Gal4-VP16 reporter inhibition counter-screen | Drosophila S2 Gal4-VP16 UAS-luciferase, luminescence, 20 h | Potency, µM (doses to about 53.6 µM), for inactives: top-dose activity, negative = inhibition, actives largely listed as inhibitors | 310,000 compounds, 3.5% hits | AID 2546;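 further: Gal4-VP16 expression switched on by copper sulfate through the metallothionein promoter; on the % scale 0 is the no-effect control and ±100 the full control effect; nearly all actives have a fitted effect of over 50% in size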
An asterisk follows results filed as active; ? = inconclusive; . = not tested or not shown; [ ] = another dose, or the depositor's remark. Unless noted, the call rests on the fitted dose curve; in most records, active means well fitted curve in the direction sought with a large enough effect; inconclusive means small, poorly fitted or top-dose-only effect, or another doubt; inactive means no such curve, though single readings can be large; an effect the other way counts as inactive or inconclusive. Potency means the concentration at half of the fitted maximal effect.

Results follow in this order: ELG1 genotoxic	Rab9 prom act	uPA surface inh	BRCA1 expr act	Gal4-VP16 FLuc	RORgamma inh	NPC1 prom act	FLuc modulator	MBNL1 CUG block	p53 reactivation
- Cc1cc(SCC(=O)Nc2ccc(O)cc2)n2nc(C)c(-c3ccccc3)c2n1
    -1%	-4%	2%	-31%	11%	-14%	-5%	0%	-1%	-7%
- Cc1cc(C(=O)CN2C(=O)C(=O)N(Cc3ccccc3)C2=O)c(C)n1Cc1ccc(F)cc1
    1%	-1%	-27%	10%	.	.	2%	-5%	.	7%
- COc1cc(CCC(=O)Nc2cc(C)cc(C)c2)cc(OC)c1OC
    -5%	-13%	-6%	-2%	3%	24%	-5%	-3%	-7%	-7%
- Cc1ccc(C(=O)/C=C/c2c[nH]c3ccccc23)cc1
    ?	3.5µM*	-9%	?	-10%	?	4µM*	5.4µM*	12%	25%
- O=C(NCC1CCCO1)C1CCCN(c2ncccn2)C1 (stereo not drawn)
    3%	4%	.	-5%	8%	10%	0%	6%	13%	0%
- Cc1cc(NC(=O)Cn2cnc3c(nnn3-c3ccc(C)c(Cl)c3)c2=O)no1
    0%	-4%	2%	-6%	4%	0%	-2%	-2%	2%	0%
- COc1ccccc1S(=O)Cc1ccc(C(=O)O)o1 (stereo not drawn)
    -2%	0%	.	3%	1%	1%	-8%	-3%	6%	20%
- O=c1cc(N2CCN(c3ccccc3)CC2)[nH]c(=O)n1-c1ccccc1Cl
    -3%	10%	.	-16%	7%	-19%	-1%	3%	-3%	-1%
- Cc1ccc(S(=O)(=O)Nc2cccc(Oc3cnccn3)c2)cc1
    -4%	-4%	-2%	-36%	-22%	29%	-6%	6%	-1%	4%
- Cc1cccc(NC(=O)NC(=O)c2ccccc2)n1
    6%	?	5%	?	28%	8%	?	?	-6%	16%
- Cc1ccccc1OCc1nc(-c2ccc(NC(=O)c3ccc4c(c3)OCO4)cc2)no1
    9%	4%	1%	50%	?	?	19%	?	21%	19%
- COCCCn1c(SCC(=O)Nc2cccc(C)n2)nnc1-c1ccco1
    0%	-12%	3%	-2%	-8%	-15%	-2%	3%	-2%	11%
- CC(=O)/C=C1/C(=O)Nc2ccccc21
    9%	0%	?	-33%	7.1µM*	3.5µM*	-7%	-5%	2%	-11%
- Cc1ccc(S(=O)(=O)N2CCN(C(=O)Cc3c(F)cccc3Cl)CC2)cc1
    -8%	-2%	-23%	-4%	.	.	0%	3%	.	-4%
- O=C(O)c1ccc(-c2ccc(Cl)cc2Cl)o1
    12%	18%	-4%	3%	17%	-1%	1%	?	-6%	4%
- COc1ccc(CC(=O)OCC(=O)N2CCCC(C)C2)cc1 (stereo not drawn)
    1%	8%	-2%	-4%	-4%	14%	0%	0%	-9%	5%
- Cc1csc(NC(=O)CCc2c(C)nc3cc(-c4cccc(F)c4)nn3c2C)n1
    -11%	-7%	15%	-18%	?	?	0%	6%	-4%	-9%
- COc1ccc(-c2nc(SCc3ccccc3)n(S(C)(=O)=O)n2)cc1
    4%	26%	2%	7%[1.84 µM]	14%	0%	6%	.	3%	?
- CC(C)(C)c1ccc(C(=O)NCCN2CCCC2)cc1
    0%	13%	?	17%	-5%	-2%	-2%	0%	2%	-2%
- Clc1cccc(Cc2ccc(Cl)nn2)c1
    0%	-3%	4%	-13%	8%	12%	-10%	5%	.	-3%
- CC(/C=N\N1CCN(Cc2ccc(C)cc2)CC1)=C\c1ccccc1
    -1%	-6%	4%	-8%	8%	10%	1%	-12%	-23%	16%
- Cc1noc(C)c1C(=O)Nc1cccc2ncccc12
    -24%	1%	0%	-3%	-1%	-8%	3%	0%	1%	3%
- Cc1ccc(CNC(=O)C2CCN(C(=O)Nc3ccccc3)CC2)cc1
    -1%	-4%	0%	1%	-17%	-7%	-6%	6%	3%	-4%
- O=C(NCCN1CCN(c2ccccc2)CC1)c1ccccc1F
    -6%	8%	4%	15%	13%	30%	-2%	-1%	-12%	2%
- Cc1cc(C)nc(SCc2nnc(SCC(=O)N3CCOCC3)o2)n1
    -1%	1%	1%	3%	-2%	19%[10 µM]	-5%	0%	-10%	-13%
- Cc1cc(C(=O)O)c2ccccc2n1
    -1%	21%	9%	29%	14%	2%	0%	1%	-7%	-3%
- O=C(Nc1c(C(=O)N2CCOCC2)cnn1-c1ccccc1)c1ccccc1F
    3%	-8%	-4%	-15%	15%	-14%	-3%	2%	-11%	-1%
- COc1ccc(Nc2ncnc3ccccc23)c(OC)c1
    6%	-2%	0%	5%	14%	?	-8%	?	-9%	23%
- CC(C)NC(=O)c1onc(CSc2ccc(F)c(F)c2)c1C(=O)O
    -2%	-10%	-5%	0%	-9%	-7%	1%	-17%	-11%	1%
- CCc1cc2c(cc3c(=O)n(CC(=O)N4CCN(c5ccccn5)CC4)nc(CC)n32)s1
    -1%	0%	7%	-8%	-14%	-14%	-4%	2%	-3%	7%
- CCCCCCCNC(=O)C1(CC2CC(c3cccc(Br)c3)=NO2)CCN(C(=O)c2cc(OCC)c(OCC)c(OCC)c2)CC1 (stereo not drawn)
    -1%	-3%	-2%	-7%	.	.	-8%	4%	.	6%
- CCOCCCNC(=S)N1CCCN(c2nc3cc(C)ccc3cc2C#N)CC1
    -12%	-4%	-3%	-18%	1%[10 µM]	?	-5%	-4%	-7%	-1%
- O=C(O)c1ccc2c(c1)CCC2
    0%	-1%	2%	15%	-21%	-34%	-4%	-1%	-2%	-2%
- C=CCSc1nc2c(c(=N)n1CC=C)C1CCCC1S2 (stereo not drawn)
    .	.	1%	4%	-6%	11%	.	4%	-12%	.
- CCOc1[nH]n(-c2ccccc2)c(=O)c1C=NCC(=O)OC
    2%	18%	15%	-13%	6%	?	-2%	-4%	-4%	6%
- O=C(c1ccc(F)cc1)C1CCN(C(=O)c2ccccc2)CC1
    -6%	-9%	1%	16%	0%	10%	-3%	3%	5%	.
- Cc1ccc(-c2nnn(CC(=O)N(CC3CCCO3)C(C(=O)NC3CCCC3)c3ccc(O)cc3)n2)o1 (stereo not drawn)
    0%	6%	-6%	-29%	-3%	17%	1%	-7%	7%	-1%
- O=C(OCC(=O)c1ccccc1Br)c1ccncc1
    -7%	-3%	1%	-4%	4%	-1%	0%	11µM*	-4%	6%
- CC(C)c1ccc2oc(-c3ccc(N)cc3)nc2c1
    ?	0.56µM*	.	-72%[inhibitor]	?	?	0.56µM*	0.19µM*	22%	.
- C=CCC[C@H](Cc1ccc(F)cc1)C(=O)OC[C@@H](C)NC(=O)[C@@H](CC=C)CC(=O)N[C@@H](CO)Cc1ccccc1
    -1%	.	-5%	-4%	.	.	.	.	.	1%
- CC(=O)Nc1ccc(NC(=O)C(C)OC(=O)CNC(=O)c2cccs2)cc1 (stereo not drawn)
    0%	6%	4%	-11%	.	.	-1%	4%	.	-2%
- c1ccc(C[C@H]2CN=C(Nc3ccccc3)N2CC2CCCCCC2)cc1
    -7%	.	3%	-22%	.	.	.	.	.	-1%
- CC1(C)[C@H](C(=O)O)N2C(=O)C[C@H]2S1(=O)=O
    .	.	5%	0%	18%	-13%	.	.	.	.
- OC1(C#CCN2CCCC2)CCCCC1
    0%	0%	-3%	-3%	0%	-17%	-1%	-5%	-2%	2%
- COc1ccccc1-c1c(C)nn2c(N3CCOCC3)cc(C)nc12
    -5%	0%	0%	-12%	-3%	41%	6%	1%	-13%	-4%
- Cc1ccc(S(=O)(=O)Nc2ccccc2F)cc1C(=O)N1CCCC1
    -1%	0%	-25%	-13%	.	.	0%	1%	.	-4%
- CCNC(=O)N(C)C[C@H]1N[C@@](C)(C(=O)OC)[C@H]2C(=O)N(C)C(=O)[C@@H]12
    2%	.	16%	7%	.	.	.	.	.	11%
- CCOC(=O)CSc1nc2c(c(=O)[nH]c(=O)n2C)n1CCCc1ccccc1
    1%	3%	.	21%	-6%	22%	-3%	2%	4%	-4%
- CC(=O)c1ccc2c(c1)c(C#N)c1ccccc1[n+]2[O-]
    13%	23%	-7%	49%	0%	-12%	-1%	3%	23%	2%
- CCC(=O)c1ccc(N2CCN(C(=O)COc3ccc(F)cc3)CC2)c(F)c1
    -11%	-2%	0%	-11%	?	16%	-4%	1%	-12%	-5%
- CCc1cc(CNC(=O)C2CCC(=O)N(CCc3cccc(F)c3)C2)on1 (stereo not drawn)
    3%	0%	-7%	0%	.	.	-3%	3%	1%	.
- NC(=S)Nc1cccc(O)c1
    -1%	-4%	-11%	-8%	6%	-14%	-4%	6%	-3%	0%
- CCOc1ccc(CN2CCN(Cc3cc4c(cc3Cl)OCO4)CC2CCO)cc1 (stereo not drawn)
    -4%	-10%	5%	0%	5%	3%	-3%	-15%	-6%	-3%
- COC(=O)c1ccc(NC(=O)C2C3C=CC(C3)C2C(=O)O)cc1 (stereo not drawn)
    0%	0%	10%	23%	-8%	21%	0%	-1%	-5%	4%
- Cc1ccc(C(=O)N2CCN(CCNC(=O)C(=O)Nc3ccc(Cl)cc3)CC2)cc1
    -9%	-3%	1%	1%	.	.	0%	2%	12%	.
